M5 antag = blocks acetylcholine activation of human M5 receptor; P08912; inhibition, % at 3 µM; hit rate 0.59% among 360,000; CHO-hM5 cells, Fluo-8 calcium fluorescence, ACh EC80;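 active means inhibition above a per-plate cutoff, the mean of that plate's test compounds plus 3 SD, cut at about 27% in these data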;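 further: 0% = acetylcholine EC80 with DMSO and 100% = DMSO without agonist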
M5 PAM = CHRM5 positive allosteric modulation; P08912; CHO-K1 hM5, Fluo-8 calcium, ACh EC20 PAM; 0% = ACh EC20, 100% = ACh EC100; activation, % at 3 µM; hit rate 0.3% among 360,000;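 active means activation above the run cutoff, the mean activation of all test compounds plus 3 SD, cut at about 18% in these data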
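Assay system: CHO-K1 hM5 cells. Also added: acetylcholine at EC20 concentration, added after compound. Dosing: 3 µM, single dose. Times: compound preincubation 140 s before EC20 acetylcholine addition. Signal: Fluo-8 calcium fluorescence. Measure: % activation relative to EC20 and EC100 ACh responses. Repeats: singlicate, one well per test compound.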
CHRM4 PAM = CHRM4 positive allosteric modulation; CHO-K1 hM4/Gqi5, Fluo-8 calcium fluorescence, ACh EC20; 0% = ACh EC20, 100% = maximal ACh; activation, % at 3 µM; hit rate 0.4% among 360,000; AID 624126;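 active means activation above its plate's cutoff, the mean activation of sample wells plus 3 SD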; further: some results filed as inactive read as strong as hits
CRFBP-R2 block = antagonists of CRF-binding protein/CRF-R2 receptor complex; HEK293 CRF-R2/CRF-BP, CRF-induced calcium fluorescence; inhibition, % at 11.8 µM; hit rate 0.59% among 350,000;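 active means inhibition of the ligand-induced calcium signal above about 50% at the single tested concentration, limit read from the data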
IDE inh = cellular human IDE inhibition | P14735 | HEK cells, FAbetaB cleavage, fluorescence polarization | inhibition, % at 5.59 µM | hit rate 0.41% among 320,000;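 active means percent inhibition above the average of all tested compounds plus 3 SD, set per screening campaign, cut at about 16% in these data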;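 further: IDE supplied by intact live HEK cells; FP after avidin binding of uncleaved biotin substrate so inhibition keeps polarization high; 0% = DMSO wells and 100% = 60 µM reference IDE inhibitor Ii1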
Target sequence (P14735 whole entry, looked up): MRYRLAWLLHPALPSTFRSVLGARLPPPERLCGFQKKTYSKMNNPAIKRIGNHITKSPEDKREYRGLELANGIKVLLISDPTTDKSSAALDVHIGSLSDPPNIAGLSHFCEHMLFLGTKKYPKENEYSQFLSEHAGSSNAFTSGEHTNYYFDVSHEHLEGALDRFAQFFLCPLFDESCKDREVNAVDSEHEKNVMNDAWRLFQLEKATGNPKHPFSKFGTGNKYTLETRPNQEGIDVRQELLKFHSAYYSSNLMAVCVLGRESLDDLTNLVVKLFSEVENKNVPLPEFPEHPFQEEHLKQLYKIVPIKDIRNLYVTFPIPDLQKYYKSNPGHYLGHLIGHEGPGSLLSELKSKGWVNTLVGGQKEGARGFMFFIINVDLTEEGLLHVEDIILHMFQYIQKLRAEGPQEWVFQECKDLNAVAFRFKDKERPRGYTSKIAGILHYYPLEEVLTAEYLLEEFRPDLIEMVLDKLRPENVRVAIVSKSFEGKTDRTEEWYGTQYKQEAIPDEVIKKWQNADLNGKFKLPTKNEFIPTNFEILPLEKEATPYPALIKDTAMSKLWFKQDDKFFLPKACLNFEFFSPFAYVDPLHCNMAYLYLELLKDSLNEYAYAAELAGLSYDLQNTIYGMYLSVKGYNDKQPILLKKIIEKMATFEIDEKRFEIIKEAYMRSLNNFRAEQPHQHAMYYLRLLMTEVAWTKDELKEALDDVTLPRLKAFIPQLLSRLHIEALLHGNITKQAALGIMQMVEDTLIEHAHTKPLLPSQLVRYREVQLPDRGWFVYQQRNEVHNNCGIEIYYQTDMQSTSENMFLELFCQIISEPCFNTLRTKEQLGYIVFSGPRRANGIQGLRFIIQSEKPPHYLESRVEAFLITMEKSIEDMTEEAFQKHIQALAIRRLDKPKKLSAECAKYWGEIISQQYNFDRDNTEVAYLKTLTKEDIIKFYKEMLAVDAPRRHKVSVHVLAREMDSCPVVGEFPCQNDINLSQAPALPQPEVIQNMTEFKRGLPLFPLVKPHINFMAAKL
CRFBP-R2 agonist = CRF-BP/CRF-R2 complex agonism; HEK293 CRF-R2/CRF-BP, calcium dye fluorescence (FLIPR); percent of saturating CRF peptide response; activation, % at 13.2 µM; hit rate 0.46% among 350,000;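 active means activation of at least 50%, plus an integration ratio under a set limit after plate pattern correction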;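 further: plate controls were neutral control wells without compound for no effect and CRF at EC100 for full effect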
CHRM4 antagonist = antagonists of human muscarinic M4 receptor (CHRM4) | CHO-hM4 cells, ACh EC80, Fluo-8 calcium fluorescence | inhibition, % at 3 µM | hit rate 0.73% among 360,000;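 active means inhibition above its plate's cutoff, the mean inhibition of sample wells plus 3 SD, cut at about 27% in these data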;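 further: 0% = acetylcholine EC80 with DMSO and 100% = DMSO without agonist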
CHRM4 agonist = CHRM4 agonism in calcium assay. activation, % at 3 µM. hit rate 0.14% among 360,000. CHO-K1 hM4/Gqi5, Fluo-8 calcium fluorescence; vehicle 0%, full acetylcholine response 100%;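 active means activation above the run mean over all test wells plus 3 SD, cut at about 32% in these data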;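 further: peak over basal fluorescence ratio per well then scaled between controls; 0% = DMSO wells and 100% = acetylcholine at EC100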
CHRM5 agonist = agonists of human muscarinic M5 receptor (CHRM5); P08912; CHO-K1 hM5 cells, Fluo-8 calcium fluorescence; 0% DMSO wells, 100% maximal acetylcholine response; activation, % at 3 µM; hit rate 0.19% among 360,000;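 active means activation above the run's mean over test compounds plus 3 SD, cut at about 23% in these data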;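 further: signal is peak over basal fluorescence ratio across the kinetic read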
Numbers without * were called inactive; x = no result given. This is a subset; the hit share may differ from the screen's.

SMILES	M5 antag	M5 PAM	CHRM4 PAM	CRFBP-R2 block	IDE inh	CRFBP-R2 agonist	CHRM4 antagonist	CHRM4 agonist	CHRM5 agonist
CCc1ccc(OCCCN=C(C)c2c(O)n(C)c(=O)n(C)c2=O)cc1	2.8	-4.0	-0.5	0.5	2.2	0.0	-4.2	6.5	-0.6
COc1ccc(OC)c(C(O)C(C)N)c1 (stereo not drawn)	2.4	-1.8	-7.9	5.7	1.1	0.4	21.7	1.3	0.0
CN(C)C1C(=O)C(C(N)=O)=C(O)C2(O)C(=O)C3=C(O)c4c(O)cccc4C(C)(O)C3C(O)C12 (stereo not drawn)	-2.5	-1.3	-2.4	-27.4	-0.2	0.7	12.0	-2.6	0.6
COC(=O)C1=C(c2ccc(F)cc2OCc2ccccc2)C[C@@H]2CC[C@H]1N2C(=O)NC1CC1	4.6	0.8	8.4	-0.7	-1.1	-5.3	-7.5	0.1	-2.2
CCC(=NCc1cc(OC)cc(OC)c1)c1c(O)n(C)c(=O)n(C)c1=O	-3.1	-7.9	-0.2	-19.3	9.1	-3.3	-3.9	2.5	8.3
CCOC(=O)C1(c2ccccc2)CCN(CCc2ccc(NC(=O)CCC(=O)O)cc2)CC1	13.3	-8.1	2.9	2.5	x	-2.9	-5.5	0.5	-9.2
O=C(CNS(=O)(=O)c1ccc(Br)s1)N1CCC2(CC1)OCCO2	-6.0	-7.8	-0.4	-1.2	-4.2	1.7	6.9	0.6	-2.5
O=C1NCN(c2ccccc2)C12CCN(C(c1cc3ccccc3o1)c1nnnn1C1CCCC1)CC2 (stereo not drawn)	-11.5	0.2	-5.0	x	x	x	5.7	1.5	2.9
CNC(=O)Oc1ccc2c(c1)C(=O)c1ccccc1CO2	6.9	-1.1	8.0	-1.6	5.0	0.7	-7.3	0.0	-7.4
CCC(C)NC(=O)CCC(=O)OC1O[C@H]2OC3(C)CC[C@H]4[C@H](C)CCC(C1C)C24OO3 (stereo partly drawn)	9.8	-10.3	-5.3	8.6	x	-1.6	-2.3	14.9	0.0

7 structures out of the list, arranged by number of heavy atoms, descending.
SMILES	M5 antag	M5 PAM	CHRM4 PAM	CRFBP-R2 block	IDE inh	CRFBP-R2 agonist	CHRM4 antagonist	CHRM4 agonist	CHRM5 agonist
O=C1NCN(c2ccccc2)C12CCN(C(c1cc3ccccc3o1)c1nnnn1C1CCCC1)CC2 (stereo not drawn)	-11.5	0.2	-5.0	x	x	x	5.7	1.5	2.9
COC(=O)C1=C(c2ccc(F)cc2OCc2ccccc2)C[C@@H]2CC[C@H]1N2C(=O)NC1CC1	4.6	0.8	8.4	-0.7	-1.1	-5.3	-7.5	0.1	-2.2
CCC(C)NC(=O)CCC(=O)OC1O[C@H]2OC3(C)CC[C@H]4[C@H](C)CCC(C1C)C24OO3 (stereo partly drawn)	9.8	-10.3	-5.3	8.6	x	-1.6	-2.3	14.9	0.0
CCc1ccc(OCCCN=C(C)c2c(O)n(C)c(=O)n(C)c2=O)cc1	2.8	-4.0	-0.5	0.5	2.2	0.0	-4.2	6.5	-0.6
O=C(CNS(=O)(=O)c1ccc(Br)s1)N1CCC2(CC1)OCCO2	-6.0	-7.8	-0.4	-1.2	-4.2	1.7	6.9	0.6	-2.5
CNC(=O)Oc1ccc2c(c1)C(=O)c1ccccc1CO2	6.9	-1.1	8.0	-1.6	5.0	0.7	-7.3	0.0	-7.4
COc1ccc(OC)c(C(O)C(C)N)c1 (stereo not drawn)	2.4	-1.8	-7.9	5.7	1.1	0.4	21.7	1.3	0.0

Continued:
SMILES	M5 antag	M5 PAM	CHRM4 PAM	CRFBP-R2 block	IDE inh	CRFBP-R2 agonist	CHRM4 antagonist	CHRM4 agonist	CHRM5 agonist
CCn1ccnc1CN1CCCC(C(=O)c2ccc(SC)cc2)C1 (stereo not drawn)	8.0	-11.1	-17.4	3.9	-1.5	-0.5	25.2	4.4	-8.2
O=C(O)Cn1cc(C(=O)c2ccccc2F)c2ccccc21	5.1	0.6	12.4	4.8	-3.5	-2.9	-9.7	0.2	-1.5
Cc1ccc(N2C(=O)NC(=O)/C(=C\C=C\c3ccco3)C2=O)cc1	7.9	-1.2	-1.8	-74.6	13.6	1.9	8.4	2.3	1.7
CC(C)N1CCN(Cc2cccc3c2OCO3)CC1CCO (stereo not drawn)	8.8	-1.1	-1.2	2.3	1.0	-0.3	4.9	0.8	-3.5
COC(=O)C1=C(c2cc3ccccc3s2)C[C@@H]2CC[C@H]1N2C(=O)N1CCC(C)CC1	13.3	-10.4	-8.7	7.2	2.1	-1.0	3.9	-0.6	-1.0
Cc1ccc(C(O)P(=O)(Oc2ccccc2)Oc2ccccc2)cc1 (stereo not drawn)	2.2	-1.0	-0.9	-2.0	3.8	-1.6	-5.3	1.1	0.2
O=C(CCc1ccc(O)cc1)N1C[C@H]2C[C@@H](C1)c1cccc(=O)n1C2	0.6	-2.5	3.4	7.3	1.7	-0.9	-15.1	1.0	-1.9
COc1cccc(NP2(=O)OCC(C)([N+](=O)[O-])CO2)c1 (stereo not drawn)	-1.2	2.7	-0.5	10.2	x	6.7	-1.0	0.9	5.1
Cc1ccc(NP(=O)(Oc2ccccc2F)Oc2ccccc2F)cc1	-2.4	-2.1	0.7	-23.3	-1.9	-0.5	-4.8	7.2	0.2
C[C@]12CCC3C(CC[C@H]4C[C@@H](O)CC[C@]34C)[C@H]1CC[C@H]2O (stereo partly drawn)	11.3	3.3	-2.4	-18.1	1.0	4.9	-2.0	2.7	0.3

Overlap with the part before: 2 entries, followed by the next part.
SMILES	M5 antag	M5 PAM	CHRM4 PAM	CRFBP-R2 block	IDE inh	CRFBP-R2 agonist	CHRM4 antagonist	CHRM4 agonist	CHRM5 agonist
Cc1ccc(NP(=O)(Oc2ccccc2F)Oc2ccccc2F)cc1	-2.4	-2.1	0.7	-23.3	-1.9	-0.5	-4.8	7.2	0.2
C[C@]12CCC3C(CC[C@H]4C[C@@H](O)CC[C@]34C)[C@H]1CC[C@H]2O (stereo partly drawn)	11.3	3.3	-2.4	-18.1	1.0	4.9	-2.0	2.7	0.3
Cc1ccc(C2N(c3cc(C)on3)C(=O)C3CCCN32)cc1 (stereo not drawn)	1.7	-2.1	3.9	10.5	0.9	-0.2	-4.2	0.4	-1.9
COC(=O)N1Cc2ccccc2-n2nncc2C1	0.8	4.0	-0.1	-6.1	x	-1.0	2.8	0.2	-0.7
CCn1c(O)c(C(=O)CC2NCCc3ccccc32)c(=O)n(CC)c1=S (stereo not drawn)	-4.9	-0.4	13.1	-22.2	4.4	5.7	-7.7	1.7	-5.7
O=C1CC(=O)N(c2ccc3c(c2)OCO3)C(=O)N1	-8.6	9.8	6.8	-8.3	4.7	1.8	-2.5	2.0	-3.4
Cc1cc(/C=C2/C(=O)NC(=O)N(Cc3ccco3)C2=O)c(C)n1-c1ccccc1O	5.1	4.0	-1.3	-20.4	5.7	-1.9	6.7	4.1	0.7
Cc1cc(Cl)ccc1C(=O)C1CCCN(Cc2ccon2)C1 (stereo not drawn)	2.7	0.4	-0.6	-8.3	5.6	0.0	2.4	1.3	-3.5
CC(=NCc1ccco1)c1c(O)n(Cc2ccccc2)c(=O)[nH]c1=O	-3.8	-0.7	-1.6	-5.4	2.3	-2.5	-2.2	3.0	-2.2
C=Cn1ccnc1P(=S)(c1nccn1C=C)c1nccn1C=C	-2.6	4.8	6.5	-17.1	-0.7	2.3	-0.6	0.3	-1.6
O=C1NC(=O)N(CCC2=CCCCC2)C(=O)/C1=C\c1cccs1	-0.3	-3.5	0.8	-52.2	6.1	17.0	-7.5	1.8	0.2
CN(C(=O)Oc1ccc(C(=O)c2ccc(Cl)cc2)cc1)c1ccccc1	-10.7	3.6	18.0	50.2*	5.6	9.4	-6.5	0.5	-0.8
O=C(O)CC1OCC=C2CN3CCC45c6ccccc6NC4C1C2CC35 (stereo not drawn)	6.6	-2.8	-0.1	-11.2	4.7	3.4	-0.8	1.3	0.0
O=C(c1ccc(Cl)cc1)C1CCCN(Cc2cccc3cccnc23)C1 (stereo not drawn)	23.4	-14.9	-24.3	-4.6	-2.1	1.0	12.3	18.2	-10.4
CN1CCCN(c2ccc([N+](=O)[O-])nc2)CC1	-2.0	6.2	-6.3	-5.8	-1.0	2.4	7.8	0.6	-3.6
O=C(NCCCN1CC1)Nc1cccc2ccccc12	2.3	10.4	11.9	10.7	x	1.4	-16.3	0.3	2.0
CC(C)(C#CC(=O)O)OOC(c1ccccc1)(c1ccccc1)c1ccccc1	16.5	-8.0	2.9	29.7	5.9	1.2	10.8	1.7	-4.1
COc1ccccc1-n1c(CNCC2CCCO2)nc2ccccc2c1=O (stereo not drawn)	-3.1	0.0	11.5	28.0	3.0	-1.4	24.9	2.1	-2.0
S=P(NCCNP(=S)(N1CC1)N1CC1)(N1CC1)N1CC1	4.7	9.3	6.3	8.0	x	-0.5	-8.0	0.5	1.9
CCCCn1c(O)c(C(=O)/C=C/c2c[nH]c3ccccc23)c(=O)[nH]c1=O	5.8	-1.8	-1.1	-100.5	1.4	130.1*	5.6	1.2	6.0
CC(=O)C1C2c3ccccc3O[C@@]1(C)N=c1s/c(=C/c3ccoc3)c(=O)n12 (stereo partly drawn)	-3.0	1.8	-3.6	-3.8	5.3	-0.5	-8.0	1.4	-1.8
CCOC(=O)[C@]12Cc3c(cc(OC)c(OC)c3OC)[C@H]1N(C)C(=O)c1ccccc12	-11.9	5.5	10.5	x	x	x	-4.5	0.8	2.2
Cc1cccc(CSc2nc3c(cc2C#N)CN(C)CC3)c1	7.6	3.0	-3.3	9.2	1.8	0.5	3.2	0.4	2.4
COC(=NC1CCCC1)C(O)c1c[nH]c2ccccc12 (stereo not drawn)	-2.9	1.9	10.7	8.3	-2.9	0.1	-1.5	0.5	-8.0
Fc1ccc(CCNCc2cccc(Cl)c2)cc1	2.5	-8.3	-9.5	-19.8	3.7	-1.4	13.3	4.2	2.7
CCC(C(=O)N1C[C@H]2C[C@@H](C1)c1cccc(=O)n1C2)c1ccccc1 (stereo partly drawn)	5.1	-6.7	-6.6	4.7	6.6	1.6	2.6	1.1	0.5
O=C1NC(=O)C(CCc2ccccn2)(Cc2cccc(Cl)c2Cl)C(=O)N1c1ccc(Br)cc1 (stereo not drawn)	11.8	-5.3	-4.6	-18.2	4.3	-0.1	-7.3	-1.4	-2.9
CCOC(=O)C(O)(c1ccc(N(C)C(=O)COc2ccccc2)cc1)C(F)(F)F (stereo not drawn)	4.5	-5.4	-3.0	9.5	3.8	-0.4	0.7	2.3	-3.0
COC(=O)C1=C(c2cccc(OCc3ccccc3)c2)C[C@@H]2CC[C@H]1N2C(=O)NCc1cccc(F)c1	15.6	-19.3	-10.4	14.2	4.6	0.9	8.3	1.4	-7.4
CN1C(=O)NC(=O)C2(Cc3ccccc3N3CCOCC32)C1=O (stereo not drawn)	12.9	-8.2	-2.6	4.5	3.0	-2.6	2.5	0.3	-2.1
O=C(Nc1cccnc1)c1c(O)c2c(n(Cc3ccccc3)c1=O)CCCC2	-4.7	1.2	0.2	-2.9	10.0	0.1	0.6	0.1	-2.9
Cc1nn(C2CCOC(C)(C)C2)c2c1C(c1ccc3c(c1)OCO3)SCC(=O)N2 (stereo not drawn)	-0.6	1.5	2.4	1.0	5.3	1.8	16.8	0.8	0.3
COP(=O)(CC(=O)O)c1ccccc1 (stereo not drawn)	0.7	1.6	6.4	8.8	-2.2	-1.3	-1.2	0.5	0.8
Cc1ccccc1CN1CCN(C(=O)Cc2ccccc2)CC1	-9.1	7.8	-5.7	-12.5	-4.1	-0.7	1.6	0.3	-3.7
Cc1ccc2c(C)cccc2c1	8.6	-1.6	12.3	0.1	x	-1.0	-16.2	2.7	2.1

Assay outcomes as filed in PubChem.
